# HEK293 NOD2/NF-kB: inhibition of NOD2-driven NF-kB reporter – cell-based, luminescence, uHTS, HEK293 (AID 1566). HEK293 NOD2/NF-kB luciferase reporter, luminescence; higher % means a stronger effect. one-dose inhibition, % at 4 µM; EC50 in µM for titrated hits. 290,000 compounds, 0.63% hits; further: many of its hits are not listed in these tables
# LYP inhibition: inhibitors of LYP phosphatase, biochemical, fluorescence intensity, uHTS (AID 1779); 290,000 compounds, 0.054% hits; recombinant LYP phosphatase, fluorescence intensity; higher % means a stronger effect; inhibition, % at 11.5 µM; hits with a dose series show IC50 in µM;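 further: plate controls were vehicle with enzyme for no effect and no enzyme for full effect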
# HIV fusion peptide: inhibitors of HIV fusion peptide binding, primary screen, biochemical, uHTS, fluorescence dequenching (AID 1986); cell-free peptide binding, fluorescence dequenching, 30 min; higher % means a stronger effect; one-dose inhibition, % at 20 µM; IC50 in µM for titrated hits; 290,000 compounds, 0.3% hits; in the data active means inhibition mostly above about 52%, no sharp cut-off; inactive means mostly below about 76%; further: some results filed as inactive read as strong as hits
# Lipid droplet: modulators of hepatic lipid droplet formation. AID 1656. AML12 mouse hepatocytes, oleate lipid droplets, BODIPY imaging. inhibition, % at 6.5 µM. 240,000 compounds, 0.4% hits;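 active means lipid droplet intensity inhibited by at least 50%, with more than 500 cells counted; inconclusive means wells with under 300 cells, treated as cytotoxic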
#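 Material – mouse AML12 hepatocyte cell line, fixed after treatment · Compound dosing – one dose, 6.5 µM compound · Times – compound with oleate, overnight · Measured by – Image-based BODIPY and DAPI two-channel analysis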
# Dengue-2 NS5 capping: Dengue-2 NS5 methyltransferase inhibitors, primary screen, biochemical, confirmation dose response (AID 588689). Dengue-2 NS5 methyltransferase capping enzyme assay, biochemical; higher % means a stronger effect. one-dose inhibition, % at 25 µM; IC50 in µM for titrated hits. 340,000 compounds, 0.3% hits; in the data active means a potency from the dose series; inconclusive means inhibition above about 29% without an active follow-up result
# SIAH1 antagonists: Siah-1 peptide-binding antagonists, primary screen, biochemical, fluorescence polarization, rhodamine-plectin, uHTS (AID 1817) | Siah-1 / rhodamine-plectin peptide fluorescence polarization; higher % means a stronger effect | displacement, % at 20 µM, or IC50 in µM where a hit was titrated | 290,000 compounds, 0.02% hits;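 active means displacement of at least 50% at 20 µM, with a fluorescence ratio check between 0.3 and a set limit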;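 further: plate controls were Siah plus tracer with DMSO for no effect and tracer alone without Siah for full effect; strong numbers were not always called active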
# Myeloid diff 2: compounds promoting myeloid differentiation. AID 624256. ER-HoxA9 myeloid progenitors, lysozyme-GFP differentiation, flow cytometry. calls only at 10 µM. 360,000 compounds, 1% hits;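 active means normalized GFP-positive differentiation at or above the plate's own cutoff, the solvent-only control mean plus 3 SD; inconclusive means no clear call, values can overlap the other calls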;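 further: cells exposed to compound for four days before flow analysis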
# XIAP antagonists: XIAP antagonists, biochemical, IAP family, fluorescence polarization (AID 1018); XIAP BIR domain, fluorescence polarization peptide displacement; higher % means a stronger effect; 200,000 compounds, 0.007% hits; displacement, % at 20 µM, or IC50 in µM where a hit was titrated; in the data active means displacement above about 50%; further: a part of the inactive calls stands beside numbers as strong as those of hits
# AID2073: inhibitors of Mint1-CaV2.2 protein interaction, biochemical, HTRF (AID 2073) | HTRF protein-protein interaction, Mint1-CaV2.2; higher % means a stronger effect | inhibition, % at 20 µM, or IC50 in µM where a hit was titrated | 290,000 compounds, 0.19% hits; in the data active means inhibition mostly above about 51%, no sharp cut-off; inconclusive means no clear call, values can overlap the other calls; inactive means mostly below about 53%; further: some results filed as inactive read as strong as hits
# Lipid droplet cells 6.5 µM: recorded beside Lipid droplet, whose call it bears; cell count; measured here: cell count, cytotoxicity flag;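 cells counted across two imaged fields per well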
# Dengue-2 NS5 capping pilot replicate: recorded beside Dengue-2 NS5 capping, whose call it bears; inhibition, %; measured here: pilot screen replicate inhibition
# Myeloid diff 2 GFP+ MAC1+ %: further read-out of Myeloid diff 2, marked with its call; GFP+ MAC1+ double positive, %; measured here: differentiation confirmed by MAC1 staining
# Numbers without * were called inactive; i = inactive; ? = inconclusive; · = no result given. Unless noted, no stated cut-off is given here; in the data, active means inhibition above about 50%; inactive means the rest. An excerpt, so the mix of outcomes need not match the whole.
SMILES,HEK293 NOD2/NF-kB,LYP inhibition,HIV fusion peptide,Lipid droplet,Lipid droplet cells 6.5 µM,Dengue-2 NS5 capping,SIAH1 antagonists,Myeloid diff 2,Myeloid diff 2 GFP+ MAC1+ %,XIAP antagonists,AID2073,others
O=C(Nc1ccc(Oc2ccccc2)nc1)C1CCCCN1Cc1ccc(O)cc1 (centres undefined),16.7%,-9.5%,-1.7%,15.7,692,-9.4%,-2.5%,i,1.1,·,9.1%,
Cc1ccc(-n2[nH]c(C)c(/C=N/n3c(C)nc4ccccc4c3=O)c2=O)cc1,20.0%,-5.8%,2.1%,·,·,-6.9%,-3.1%,i,7.4,-5.1%,10.7%,
COc1cccc(CNS(=O)(=O)c2ccc(-n3cnnn3)c(C)c2)c1,11.4%,-0.3%,1.0%,-16.4,821,-3.3%,7.7%,i,0.7,·,-2.2%,
COc1ccc(/C=C/C(=O)Nc2cccc(C(C)=O)c2)cc1,-68.0%,2.7%,-1.1%,5.1,683,-3.2%,4.3%,i,0.8,-6.6%,2.5%,
O=[N+]([O-])c1c(Nc2ccc(O)cc2)cc(Cl)c2nonc12,-3.1%,-1.7%,-6.2%,·,·,10.4µM*,47.7%,?,·,·,-41.3%,
Cc1nn(C)c(C)c1NC(=O)c1ccc(Cl)cc1,19.5%,-5.0%,0.3%,-8.9,796,2.2%,-3.8%,i,1.2,-7.3%,0.8%,
CC(OC(=O)c1ccc(F)cc1)C(=O)Nc1nc(-c2cccc([N+](=O)[O-])c2)cs1 (centres undefined),-42.1%,-0.2%,0.3%,-1.6,533,-11.0%,-2.8%,i,1.3,-2.8%,0.8%,
O=C(CSc1ncn[nH]1)Nc1ccccc1Sc1ccccc1,7.5%,-9.9%,-3.5%,-8.9,758,-1.4%,1.6%,i,7.7,-2.3%,-3.1%,
O=C(CSCc1ccc(Cl)cc1)NN=C1CCCC1,2.6%,-3.9%,-0.8%,-14.0,650,1.5%,1.3%,i,0.2,-1.3%,-3.5%,
CCC(=O)Nc1cccc(NC(=O)CSc2nnnn2C)c1,5.7%,0.9%,0.2%,·,·,-2.0%,1.2%,i,2.1,-6.2%,3.7%,
CCc1ccc(OCC(O)CN2CCC(CN3C(=O)c4cccc5cccc(c45)C3=O)CC2)cc1 (centres undefined),-4.7%,-5.5%,0.0%,-23.1,646,-5.8%,-4.0%,?,·,-7.5%,3.8%,
COc1ccc(CCNC(=O)N2CCOCC2)cc1,14.3%,-4.7%,-2.1%,0.3,647,-4.8%,-9.0%,i,1.0,0.9%,0.7%,
CCCC(C)c1nnc(NC(=O)CN2C(=O)c3ccccc3C2=O)s1 (centres undefined),22.8%,0.5%,-1.7%,16.2,670,-0.8%,4.5%,i,0.3,-2.3%,9.8%,
Cc1ccc(Cn2nc(C)c(NC(=O)C3(C)CC3(Br)Br)c2C)cc1 (centres undefined),8.1%,-7.4%,-0.6%,64.0*,707*,1.6%,-3.5%,i,0.9,-2.0%,-0.1%,
COc1ccc(S(=O)(=O)N[C@H](C(=O)N2CC[C@@]3(O)CCCC[C@H]3C2)c2ccccc2)cc1,2.8%,-8.7%,0.8%,·,·,-1.4%,0.7%,i,0.9,-8.9%,5.7%,
CN1C(=O)C(CC(=O)O)S/C1=N\N=C\c1ccc(O)cc1O (centres undefined),7.7%,-0.4%,-2.0%,-23.6,698,-14.1%,-9.5%,i,0.2,·,-18.9%,
COc1ccccc1NC(=O)C(=O)N/N=C(\C)CC(=O)Nc1ccccn1,14.3%,-7.9%,-2.8%,1.6,678,-8.2%,0.8%,i,0.3,-7.4%,-9.9%,
CCC(C)NC(=O)Cc1c(OC)ccc2cc(Br)ccc12 (centres undefined),-1.4%,-7.4%,-0.5%,22.4,708,6.2%,12.1%,i,0.5,-4.6%,24.5%,
CC(=O)N1c2ccccc2C(C)=CC1(C)C,-16.5%,-8.0%,0.3%,0.2,625,-10.0%,1.4%,i,0.8,·,3.6%,
CC(=O)OCC1=C(C(=O)O)N2C(=O)C(NC(=O)Cn3nc(C(F)F)c(Cl)c3C)C2SC1 (centres undefined),8.9%,-7.5%,34.7%,10.3,706,-1.6%,7.2%,i,0.6,-6.5%,2.2%,
COc1cc(/C=C2/C(=O)NN(c3cccc(C)c3)C2=O)cc([N+](=O)[O-])c1O,-12.0%,16.5%,30.3%,-6.4,731,51.5µM*,27.2%,i,0.7,-7.1%,34.2%,
Cc1ccc(OCc2n[nH]c(=S)n2-c2ccc(Br)cc2)cc1,12.3%,-10.4%,3.4%,-1.1,808,·,-7.5%,i,0.3,·,-27.2%,
CCN1C(=O)/C(=C\N(C)C)S/C1=N\S(=O)(=O)c1ccccc1,4.8%,-3.2%,-1.3%,11.6,714,-10.4%,7.7%,i,0.2,-1.2%,-2.7%,
c1ccc2c(c1)OCCOCCOCCO2,-0.5%,-2.4%,1.1%,19.6,713,-2.3%,0.2%,i,0.4,-8.9%,?,
COc1ccc(C2=NS(=O)(=O)N(C)C(C(=O)NC3CCCCC3)=C2)cc1OC,26.3%,-3.3%,-1.2%,-17.0,825,-5.5%,-1.0%,i,1.5,·,-3.6%,
Nc1ccc(S(=O)(=O)c2ccc(Cl)cc2)cc1,8.8%,-9.3%,-4.2%,1.8,734,-2.8%,-0.5%,i,0.4,-7.6%,6.5%,
CC1=CC(=O)N(c2ccc(C)cc2)C1c1ccc(Cl)cc1 (centres undefined),-22.4%,-0.3%,-3.6%,-7.0,704,-6.5%,1.5%,i,0.5,-2.2%,15.4%,
CCOc1ccc(C(=O)OCCCN(C)C)cc1,14.4%,-5.0%,0.7%,-3.7,606,2.2%,1.1%,i,0.3,-0.9%,-1.2%,
O=C(NC1CCCCC1)N1CCNCC1,-13.4%,-1.8%,4.1%,·,·,-4.6%,4.2%,i,0.5,·,6.3%,Dengue-2 NS5 capping pilot replicate=3.3
CCCS(=O)(=O)N1CCN(C2Cc3ccccc3C2)CC1,-4.4%,-0.3%,-0.8%,3.1,644,8.6%,5.0%,i,0.3,·,2.2%,
C=C(C)c1cccc(C(C)(C)NC(=O)NCCCn2ccnc2)c1,-2.2%,-7.0%,-1.3%,·,·,-2.7%,-0.9%,i,1.7,1.1%,3.2%,
CC1CCN(c2ccccc2NC(=O)c2ccc(Br)o2)CC1,-17.8%,-6.2%,1.1%,-2.0,643,-2.6%,-2.2%,i,0.9,·,-1.3%,
COCCCNC(=O)CCc1c(C)nc2c(c(C)nn2-c2ccccc2)c1C,10.5%,-1.6%,-0.4%,-1.2,790,-4.0%,1.8%,i,0.4,·,13.7%,
CCc1cccc(CC)c1NC(=O)C1CN(S(=O)(=O)c2ccccc2)CCN1S(=O)(=O)c1ccccc1 (centres undefined),-7.5%,0.5%,-0.4%,-5.5,650,1.4%,1.1%,i,0.7,25.4%,7.7%,
COc1cc(OC)c(NC(=O)CCc2ccccc2)cc1Cl,-5.2%,-0.6%,2.3%,0.6,751,0.0%,1.9%,i,0.9,-12.1%,-1.7%,
COc1ccc(C(=O)CCC(=O)NCCc2ccccc2F)cc1,5.5%,-7.9%,2.6%,-14.7,764,-1.3%,16.1%,i,0.5,·,2.0%,
Cc1ccc(/C=C/C(=O)OCC(=O)Nc2ccccc2Sc2ccccc2)cc1,6.8%,2.2%,-2.3%,0.0,679,2.2%,-2.6%,i,0.0,-16.8%,-10.4%,
CC(=O)N1c2ccc(S(=O)(=O)N3CCC(C(=O)NCc4ccc(C)cc4)CC3)cc2CC1C (centres undefined),9.2%,-6.7%,0.1%,-5.5,730,-10.4%,0.0%,i,0.0,·,-6.8%,
O=C(CSc1nc2ccccc2c(=O)[nH]1)c1ccccc1,-20.0%,-4.5%,-2.2%,-7.1,738,-0.7%,-9.0%,i,5.4,-5.5%,-9.2%,
CSc1ncc(C(=O)Nc2ccccc2C)c(C)n1,6.0%,-2.6%,1.6%,-12.8,778,-2.0%,-8.4%,i,1.2,·,-4.7%,

# Compounds from the list above containing fluorine, in the order listed:
SMILES,HEK293 NOD2/NF-kB,LYP inhibition,HIV fusion peptide,Lipid droplet,Lipid droplet cells 6.5 µM,Dengue-2 NS5 capping,SIAH1 antagonists,Myeloid diff 2,Myeloid diff 2 GFP+ MAC1+ %,XIAP antagonists,AID2073,others
CC(OC(=O)c1ccc(F)cc1)C(=O)Nc1nc(-c2cccc([N+](=O)[O-])c2)cs1 (centres undefined),-42.1%,-0.2%,0.3%,-1.6,533,-11.0%,-2.8%,i,1.3,-2.8%,0.8%,
CC(=O)OCC1=C(C(=O)O)N2C(=O)C(NC(=O)Cn3nc(C(F)F)c(Cl)c3C)C2SC1 (centres undefined),8.9%,-7.5%,34.7%,10.3,706,-1.6%,7.2%,i,0.6,-6.5%,2.2%,
COc1ccc(C(=O)CCC(=O)NCCc2ccccc2F)cc1,5.5%,-7.9%,2.6%,-14.7,764,-1.3%,16.1%,i,0.5,·,2.0%,

# Remaining list, next part.
SMILES,HEK293 NOD2/NF-kB,LYP inhibition,HIV fusion peptide,Lipid droplet,Lipid droplet cells 6.5 µM,Dengue-2 NS5 capping,SIAH1 antagonists,Myeloid diff 2,Myeloid diff 2 GFP+ MAC1+ %,XIAP antagonists,AID2073,others
Cc1cc2oc(C(=O)NCc3ccc4c(c3)OCO4)c(C)c2cc1C,-3.4%,-2.6%,-1.9%,-9.2,720,-9.7%,-6.8%,i,0.3,-4.4%,-4.1%,
COc1ccc(C(=O)n2c(N)nc3ccccc32)cc1OC,-34.4%,-1.6%,-0.6%,-2.2,743,-0.7%,8.9%,i,0.2,·,2.1%,Dengue-2 NS5 capping pilot replicate=2.7
CC(=O)NCCNC(=O)C1CCCCN1S(=O)(=O)c1ccccc1 (centres undefined),1.6%,-2.3%,-1.4%,-10.8,718,·,4.3%,i,0.1,-3.4%,6.3%,
CS(=O)(=O)N1CCN(C(=O)COc2ccccc2)CC1,12.7%,-7.1%,-0.7%,-6.4,758,-11.7%,11.8%,i,0.5,-1.1%,-1.4%,
O=C1CC(c2cccc(F)c2)SC(N(c2ccccc2)c2ccccc2)=N1 (centres undefined),14.1%,-2.8%,-2.5%,·,·,0.8%,3.0%,i,1.0,-3.0%,2.9%,
Cc1ccc(N=c2c([N+](=O)[O-])nn(-c3ccc(Cl)cc3)n2O)cc1C,-30.9%,4.7%,-4.0%,11.2,646,-3.2%,1.9%,i,0.5,-6.4%,1.7%,
O=C1c2ccccc2C(=O)C12OC2c1ccc(Cl)cc1Cl (centres undefined),-21.6%,-2.7%,1.3%,-12.3,677,11.6%,-1.7%,?,·,-17.7%,16.4%,
O=C(O)c1ccc2c(c1)C(=O)N(c1ccc(OCc3ccccc3)cc1)C2=O,12.9%,-10.2%,15.0%,5.6,834,17.1%,1.0%,i,0.2,·,10.2%,
CN1C(=O)/C(=C/c2ccccc2OCc2ccccc2F)NC1=S,3.6%,-3.0%,-1.2%,·,·,-5.5%,3.6%,i,1.1,-7.1%,-12.2%,
